NPC1 prom act – NPC1 promoter activation | Huh7 NPC1 promoter luciferase reporter, 24 h | Potency, µM (top dose mostly 9.22 µM), for the others: at the top dose activation, usual class: activators | actives 2.4% (n = 320,000);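 further: potency means the concentration at half of the fitted maximal effect; % of control where 0% means no effect; nearly all actives have a fitted effect of over 60% in size; reporter is driven by a mutant NPC1 promoter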
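Luminescence from an NPC1 promoter-driven luciferase reporter in stably transfected Huh7 cells was measured after 24 h compound treatment at 37 °C, followed by 10 min ambient incubation with luciferase detection reagent.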
Rab9 prom act – activates the Rab9 promoter. Potency, µM (doses to about 9.22 µM), for the others: at the top dose activation, negative = inhibition, hits mostly activators. actives 2.8% (n = 320,000). Huh7 Rab9 promoter-luciferase reporter, luminescence, 24 h; further: potency means the concentration at half of the fitted maximal effect; % of control where 0% means no effect; nearly all actives have a fitted effect of over 60% in size
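Huh7 cells stably carrying Rab9 promoter–luciferase reporter, plated 1500 cells/well, compound added after 2 h and incubated 24 h at 37 °C; luciferase luminescence then read after 10 min with detection reagent.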
ELG1 genotox – genotoxicity induction in ELG1-luciferase HEK293T cells; Potency, µM (top dose mostly 46 µM), without a hit: at the top dose activity change, positive = activation, hits mostly activators; HEK293T ELG1-luciferase reporter, luminescence, 16 h; actives 1.3% (n = 330,000); further: potency means the concentration at half of the fitted maximal effect; % of control where 0% means no effect; nearly all actives have a fitted effect of over 60% in size
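Reporter readout depends on ELG1 protein level, which increases with genetic stress. After 16 hr compound exposure at 37 °C, luciferase activity was quantified using ONE-Glo.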
RORgamma inh – blocks mouse ROR gamma transcriptional activity | P51450 | Drosophila S2 Gal4-RORgamma UAS-luciferase reporter, 20 h | Potency, µM (highest dose often 53.6 µM), without a hit: top-dose activity change, negative = inhibition, actives largely listed as inhibitors | actives 5.4% (n = 310,000) | AID 2551; further: potency means the concentration at half of the fitted maximal effect; on the % scale 0 is the no-effect control and ±100 the full control effect; nearly all actives have a fitted effect of over 60% in size
Target sequence (P51450 whole entry, looked up, the tested form may be a part): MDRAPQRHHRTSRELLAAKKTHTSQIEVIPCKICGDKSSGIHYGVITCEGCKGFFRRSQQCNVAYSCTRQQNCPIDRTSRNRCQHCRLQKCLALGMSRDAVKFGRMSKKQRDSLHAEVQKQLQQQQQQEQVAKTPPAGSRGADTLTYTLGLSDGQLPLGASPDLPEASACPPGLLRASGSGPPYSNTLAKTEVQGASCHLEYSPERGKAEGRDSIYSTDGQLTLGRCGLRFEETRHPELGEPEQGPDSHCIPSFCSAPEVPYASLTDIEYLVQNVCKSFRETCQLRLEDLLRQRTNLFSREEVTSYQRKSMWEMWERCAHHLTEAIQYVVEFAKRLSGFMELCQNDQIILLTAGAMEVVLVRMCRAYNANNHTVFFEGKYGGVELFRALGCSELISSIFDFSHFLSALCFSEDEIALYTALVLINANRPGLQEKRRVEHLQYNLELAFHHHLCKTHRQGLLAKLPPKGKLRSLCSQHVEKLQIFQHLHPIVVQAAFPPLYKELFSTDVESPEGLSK
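Luciferase reporter read in Schneider cells carrying Gal4-RORγ (mouse) and UAS-Photinus luciferase; cells given compound 1 h before 700 uM copper sulfate induction, then incubated 20 h at ambient temperature.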
Giardia killer – Giardia lamblia killing; Giardia lamblia trophozoite viability; activity change, % at 7.66 µM, hits read low; actives 0.15% (n = 340,000); AID 540267; in the data active means activity change below about -80%; inconclusive means between about -30% and that limit;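 further: parasites exposed to compound for two days anaerobically before the ATP read; on the % scale 0 is the no-effect control and ±100 the full control effect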
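Each well holds 100 Giardia trophozoites and compound. After two days (48 hrs) at 37 deg C in anaerobic conditions, ATP is quantified by luminescence.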
PKM2 activator – increases activity of human pyruvate kinase M2 | Potency, µM (doses to about 57.5 µM), without a hit: at the highest dose activation, most hits filed as activators | purified PKM2, Kinase-Glo ATP luminescence, activation; response scale: 0% is enzyme alone, no compound | actives 0.34% (n = 260,000); further: potency means the concentration at half of the fitted maximal effect; on the % scale 0 is the no-effect control and ±100 the full control effect; nearly all actives have a fitted effect of over 55% in size
Target sequence (P14618 whole entry, looked up): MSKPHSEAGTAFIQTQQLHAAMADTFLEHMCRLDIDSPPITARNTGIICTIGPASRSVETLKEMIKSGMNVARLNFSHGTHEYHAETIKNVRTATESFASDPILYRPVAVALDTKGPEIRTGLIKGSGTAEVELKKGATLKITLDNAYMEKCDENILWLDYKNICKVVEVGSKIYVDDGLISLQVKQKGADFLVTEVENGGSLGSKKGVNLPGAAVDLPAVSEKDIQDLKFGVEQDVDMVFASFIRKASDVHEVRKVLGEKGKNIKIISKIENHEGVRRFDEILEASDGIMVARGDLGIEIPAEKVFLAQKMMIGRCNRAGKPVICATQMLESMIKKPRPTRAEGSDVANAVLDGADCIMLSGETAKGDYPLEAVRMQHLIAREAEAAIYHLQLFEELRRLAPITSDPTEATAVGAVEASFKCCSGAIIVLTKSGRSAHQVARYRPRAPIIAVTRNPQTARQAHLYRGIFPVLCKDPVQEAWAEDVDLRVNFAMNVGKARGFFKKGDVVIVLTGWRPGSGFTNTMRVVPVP
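Purified hPK-M2 (>95% pure) converted ADP (0.1 mM final) to ATP with 0.5 mM PEP in 50 mM imidazole pH7.2, KCl, MgCl2, Tween 20, BSA; 1 h at room temperature. ATP detected by Kinase-Glo luminescence.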
Menin MLL FP TR – menin-MLL binding inhibition, Texas Red mutant peptide | O00255 | Menin + Texas Red MLL mutant peptide, fluorescence polarization | Potency, µM (highest dose often 61.6 µM), without a hit: at the highest dose FP activity change, negative = inhibition, usual class: inhibitors | actives 0.23% (n = 270,000) | AID 1768; active means well fitted inhibition curve with a large enough effect in the polarisation, with a control signal flat, not every such curve was filed as active; inconclusive means small, poorly fitted or top-dose-only effect, or effect the other way, or a change in a side signal; inactive means no such curve, though single readings can be large or run the other way; the % refers to the polarisation; further: potency means the concentration at half of the fitted maximal effect; % of control where 0% means no effect; many of its hits are not listed in these tables
FLuc modulator – firefly luciferase modulation, counter-screen for miR-21 project | AID 588342 | purified FLuc, Km substrates, luminescence inhibition | Potency, µM (titrated, usually from 57.5 µM), for inactives: at the top dose activity change, negative = inhibition, hits mostly inhibitors | actives 6.9% (n = 360,000);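 further: potency means the concentration at half of the fitted maximal effect; plate controls were vehicle for no effect and reference inhibitor for full effect; nearly all actives have a fitted effect of over 55% in size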
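Purified P. pyralis luciferase, 10 nM final, with Km-level 10 uM D-luciferin and 10 uM ATP in 50 mM Tris acetate pH 7.5, 10 mM Mg acetate, 0.01% Tween-20, 0.05% BSA; 6-point qHTS titration about 60 µM downward; luminescence read.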
p53 reactivation – mutant p53 re-activation in reporter cells. actives 0.063% (n = 320,000). H1299 p53-A138V BP100-luciferase reporter, luminescence, 24 h. AID 504706. Potency, µM (series often up to 92.2 µM), without a hit: at the top dose activity change, positive = activation, actives largely listed as activators; further: potency means the concentration at half of the fitted maximal effect; % of control where 0% means no effect; nearly all actives have a fitted effect of over 45% in size
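H1299 (p53-null), stable ts p53-A138V + BP100-Luc; 1000 cells/well, Opti-MEM/10% FBS; cpd 4 pt, 1:5; 24 h, 37 deg C, 5% CO2; detection reagent 10 min RT; luminescence.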
VP16 counter – inhibits Gal4-VP16 luciferase reporter, ROR gamma counter-screen | Drosophila S2 Gal4-VP16 UAS-luciferase, luminescence, 20 h | Potency, µM (titrated, usually from 53.6 µM), inactives show top-dose activity, negative = inhibition, usual class: inhibitors | actives 3.5% (n = 310,000) | AID 2546;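 further: Gal4-VP16 expression switched on by copper sulfate through the metallothionein promoter; potency means the concentration at half of the fitted maximal effect; on the % scale 0 is the no-effect control and ±100 the full control effect; nearly all actives have a fitted effect of over 50% in size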
BRCA1 expr act – increases BRCA1 expression | MCF7-BRCA1-FFLuc reporter, luminescence, 48 h; response scale: scaled: vehicle 0%, 10 µM genistein 100% | Potency, µM (top dose mostly 46.1 µM), inactives show top-dose activation, most hits filed as activators | actives 1.1% (n = 380,000); further: potency means the concentration at half of the fitted maximal effect; nearly all actives have a fitted effect of over 80% in size; some results filed as inactive show a strong effect at the top dose
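Luminescence from a BRCA1-driven firefly luciferase in MCF7 cells was read after 48 h compound exposure at 37 C. Data normalized against DMSO and a 10microM genistein activation control, then curve-fitted across the titration.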
Numbers without * were called inactive; ? = inconclusive; / = no result given; & = joins results of further samples; [ ] = another dose, or the depositor's remark. Unless noted, the call rests on the fitted dose curve; in most records, active means well fitted curve in the direction sought with a large enough effect; inconclusive means small, poorly fitted or top-dose-only effect, or another doubt; inactive means no such curve, though single readings can be large; an effect the other way counts as inactive or inconclusive. Not all compounds are listed; rates above refer to the full screens.

SMILES	NPC1 prom act	Rab9 prom act	ELG1 genotox	RORgamma inh	Giardia killer	PKM2 activator	Menin MLL FP TR	FLuc modulator	p53 reactivation	VP16 counter	BRCA1 expr act
OCCNCc1ccc(-c2ccccc2)cc1	-2%	-1%	1%	10%	4	5%	-24%	1%	-3%	-7%	0%
CCOC(=O)N1CCC(Nc2c(Nc3ccc(F)cc3)c(=O)c2=O)CC1	1%	-4%	-2%	29%	-16	2%	/	4%	-1%	4%	-42%
Cn1ncc(Cl)c1C(=O)N1CCN(c2ncccn2)CC1	-8%	-13%	0%	0%	5	0%	-1%	-1%	3%	-8%	-4%
O=C(CCCn1c(=O)c2cccn2c2cccnc21)N1CCN(c2ccccc2F)CC1	-3%	1%	0%	0%	-22	/	/	0%	0%	-5%	-1%
O=C(NC1CC1)c1cc(=O)c2ccccc2o1	-1%	-2%	2%	0%	-6	13%	21%	6%	4%	-1%	6%
CCOc1ccc(-n2c(=O)c3sccc3n(Cc3cccc([N+](=O)[O-])c3)c2=O)cc1	-13%	?	1%	?	-23	2%	18%	-2%	-3%	1%	-10%
CCc1cccc(NC(=O)Cn2c(=O)n(CCC(=O)NCC3CCCO3)c(=O)c3cc(OC)c(OC)cc32)c1 (centres undefined)	3%	7%	-6%	1%	0	/	-1%	2%&-12%	-4%	4%	6%
COc1ccc(Nc2nc(N)nc(CN3CCC(C)CC3)n2)cc1	5%	-5%	8%	-20%	-5	-9%	-22%	-6%	2%	1%[10 µM]	28%
O=C(NCc1ccccn1)c1cc(-c2ccccc2Cl)nc2ccccc12	0%	-1%	-6%	?	-4	-16%	-3%	-7%	-12%	3%	-41%
O=C(c1ccco1)N1CCN(c2ncnc3c2oc2ccccc23)CC1	-2%	2%	?	?	35[activator]	-2%	-13%	24µM*	6%	-8%[0.365 µM]	0%

Structural class, the entries above with a carbonyl joined to an NH by a bond outside any ring
SMILES	NPC1 prom act	Rab9 prom act	ELG1 genotox	RORgamma inh	Giardia killer	PKM2 activator	Menin MLL FP TR	FLuc modulator	p53 reactivation	VP16 counter	BRCA1 expr act
O=C(NC1CC1)c1cc(=O)c2ccccc2o1	-1%	-2%	2%	0%	-6	13%	21%	6%	4%	-1%	6%
CCc1cccc(NC(=O)Cn2c(=O)n(CCC(=O)NCC3CCCO3)c(=O)c3cc(OC)c(OC)cc32)c1 (centres undefined)	3%	7%	-6%	1%	0	/	-1%	2%&-12%	-4%	4%	6%
O=C(NCc1ccccn1)c1cc(-c2ccccc2Cl)nc2ccccc12	0%	-1%	-6%	?	-4	-16%	-3%	-7%	-12%	3%	-41%

Next part:
SMILES	NPC1 prom act	Rab9 prom act	ELG1 genotox	RORgamma inh	Giardia killer	PKM2 activator	Menin MLL FP TR	FLuc modulator	p53 reactivation	VP16 counter	BRCA1 expr act
COc1cc(F)ccc1S(=O)(=O)NCc1cccnc1	4%	9%	-2%	24%[1.91 µM]	40[activator]	-4%	-11%	-4%	2%	8%	5%
Cc1c(NC(=O)c2ccc3c(c2)C(=O)N(CC2CCCO2)C3=O)cccc1C(=O)O (centres undefined)	-3%	1%	2%	-29%	9	-2%	17%	15µM*	7%	-1%	-19%
COc1ccc(-c2cc([C@H]3[C@@H]4C=CCC[C@@]4(C)C(=O)N3Cc3ccccc3)ccc2F)cc1	-5%	-10%	-1%	1%	17	1%	/	-3%	1%	1%	-21%
O=S(=O)(c1cccs1)n1cccn1	-1%	2%	-2%	-7%	18	?	-12%	1%	2%	-7%	0%
c1ccc(-c2nc3ccccc3c3nc4ccccc4n23)cc1	-4%	-3%	3%	-10%	-14	-16%	0%	-2%	-2%	-1%	-22%
O=C(COC(=O)Cc1cccc2ccccc12)Nc1ccccc1-c1ccccc1	0%	0%	-3%	19%	7	-15%	-9%	-11%	1%	-2%	-5%
COCCNC(=O)c1ccc(-n2c(SCc3cc(F)ccc3F)nc3ccccc3c2=O)cc1	-3%	2%	2%	-1%	-5	8%	-1%	-2%	0%	?	-32%
CCOC(=O)/C(=C/Nc1ccc(F)c(F)c1)[N+](=O)[O-]	-3%	-3%	1%	-2%	2	-2%	/	-1%	-1%	-4%	0%
O=C(CNC(=O)c1ccco1)NCC(c1ccco1)N1CCCCC1 (centres undefined)	0%	-3%	2%	/	15	/	/	-3%	-4%	/	15%
NC(=O)c1cc2ccccc2o/c1=N/NC(=O)c1ccccc1	23%	5%	4%	-1%	0	/	9%	-1%	1%	19%	49%
CC(/C=C1\SC(=S)N(CCC(=O)Nc2cccc(C(=O)O)c2)C1=O)=C\c1ccccc1	-4%	0%	0%	2%	-5	/	/	24µM*	3%	-1%	17%
COC(=O)c1cc(C)sc1NC(=O)C1CC=CCC1C(=O)O (centres undefined)	-2%	-4%	-6%	-13%	-8	2%	5%	8%	-2%	8%	-7%
COc1ccc(-c2csc(NC(=O)CSCC(=O)Nc3cc(C)on3)n2)cc1OC	-1%	0%	0%	/	-29	/	/	-15%	-12%	/	-6%
CN1C(=O)CSc2ccc(NC(=O)NCc3ccc(F)cc3)cc21	-4%	0%	1%	21%	-4	16%	?	-13%	-4%	3%	-40%
COc1cc(/C=N/NC(=S)NC2CC3CCC2C3)ccc1O (centres undefined)	21%	-3%	15%	2µM*	-4	0%	/	?	3%	5µM*	41%
O=C(OCc1c(Cl)cccc1Cl)c1ccccn1	-2%	8%	1%	-15%	21	1%	-8%	0%	-9%	-12%	8%
O=C1CC(c2ccccc2)CN1Cc1ccccc1 (centres undefined)	-6%	-2%	-1%	2%	5	0%	-5%	5%	-6%	1%	-77%
Nc1nc(Cl)cc(Sc2ccc3ccccc3c2)n1	5%	2%	7%	-10%	-7	5%	-24%	?	6%	16%	-30%
CC(NC(=O)c1ccccc1SCC(=O)N1CCCC1)c1ccc(F)cc1 (centres undefined)	0%	1%	-13%	1%	-8	6%	/	?	-7%	-2%	-17%
CC(C)(C)N(Cc1ccccc1)C(=O)COC(=O)CNC(=O)c1ccco1	-1%	-1%	-1%	/	13	/	/	3%	3%	/	-11%

Sorted by value in Menin MLL FP TR (ascending): 7 of the compounds above
mol	Menin MLL FP TR
COc1ccc(Nc2nc(N)nc(CN3CCC(C)CC3)n2)cc1	-22%
O=C(c1ccco1)N1CCN(c2ncnc3c2oc2ccccc23)CC1	-13%
O=C(NCc1ccccn1)c1cc(-c2ccccc2Cl)nc2ccccc12	-3%
c1ccc(-c2nc3ccccc3c3nc4ccccc4n23)cc1	0%
NC(=O)c1cc2ccccc2o/c1=N/NC(=O)c1ccccc1	9%
Cc1c(NC(=O)c2ccc3c(c2)C(=O)N(CC2CCCO2)C3=O)cccc1C(=O)O (centres undefined)	17%
O=C(NC1CC1)c1cc(=O)c2ccccc2o1	21%

(continued)
SMILES	NPC1 prom act	Rab9 prom act	ELG1 genotox	RORgamma inh	Giardia killer	PKM2 activator	Menin MLL FP TR	FLuc modulator	p53 reactivation	VP16 counter	BRCA1 expr act
COc1ccc(CC(=O)Nc2cc(Cl)ccc2O)cc1	-4%	-5%	6%	33%[0.365 µM]	-2	6%	?	6%	-6%	/	-8%
CC(=O)N1CCN(C(=O)c2ccc(S(=O)(=O)Nc3ccccc3C)cc2)CC1	-1%	-1%	-4%	/	3	/	/	1%	-5%	/	5%
Cc1ccc(-c2nc(CS(=O)(=O)CC(=O)NC3CC3)c(C)o2)cc1	1%	2%	0%	10%	-6	/	/	4%	2%	1%	-2%
COCCN(C(=O)C(C)C)c1nnc(-c2ccc(C(C)(C)C)cc2)s1	1%	-5%	2%	?	1	3%	?	15µM*	2%	25%	12%
O=C(Nc1nc2c(s1)CN(Cc1ccccc1)CC2)c1c(F)cccc1F	11%	?	?	17%	2	10%	-13%	?	-1%	-3%	?
CCOC(=O)N1CCN(Cc2nc3c(c(=O)[nH]c(=O)n3C)n2Cc2cc(C)ccc2C)CC1	-4%	2%	-1%	-30%	?	10%	1%	4%	-4%	2%	-27%
CCN(CC)c1ccc(/C=N/NC(=O)c2cccc(N3CCCC3=O)c2)cc1	7%	-3%	8%	-16%	0	2%	-22%	15µM*	8%	-11%	40%
CC(C)[C@H](NC(=O)OC(C)(C)C)C(=O)N/N=C/c1ccc2nccnc2c1	2%	-6%	-3%	17%	-26	1%	/	-1%	-3%	0%	22%
CCc1nc(SCC(=O)NCC2CCCO2)c2c(=O)n(C)c(=O)n(C)c2n1 (centres undefined)	1%	1%	1%	-15%	-22	-4%	0%	-3%	10%	-1%	1%

Screening data: PubChem BioAssay, National Center for Advancing Translational Sciences (NCATS)
